High-throughput results: PubChem, several laboratories
Tb MetRS inh: blocks T. brucei methionyl-tRNA synthetase activity. inhibition, % at 11.9 µM. purified T. brucei MetRS, ATP depletion, Kinase-Glo luminescence. 0.4% of 360,000 active;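 active = inhibition above a per-plate cutoff of the control wells' mean inhibition plus 3 SD, cut at about 5.5% in these data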;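 also: 0% = DMSO wells median and 100% = median of wells with control inhibitor compound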
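assay system = parasite MetRS enzyme | timing = 15 min preincubation, 2 h reaction, all 25 °C | evaluation = percent inhibition relative to median high and low control wells | medium = HEPES buffer containing pyrophosphatase, BSA, spermine, DTT | compound = single dose, 11.9 µM final nominal, 0.9% final DMSO | detection = Kinase-Glo luminescence, ATP depletion format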
eLon inh: E. coli protease La inhibition; inhibition, % at 7.94 µM; P0A9M0; purified E. coli Lon protease, fluorescence polarization; AID 602123; 0.42% of 360,000 active; in the data active = inhibition above about 13%, passing the limit was not always enough;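 also: 0% = enzyme with probe and DMSO and 100% = no enzyme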
Target sequence (P0A9M0 whole entry, looked up): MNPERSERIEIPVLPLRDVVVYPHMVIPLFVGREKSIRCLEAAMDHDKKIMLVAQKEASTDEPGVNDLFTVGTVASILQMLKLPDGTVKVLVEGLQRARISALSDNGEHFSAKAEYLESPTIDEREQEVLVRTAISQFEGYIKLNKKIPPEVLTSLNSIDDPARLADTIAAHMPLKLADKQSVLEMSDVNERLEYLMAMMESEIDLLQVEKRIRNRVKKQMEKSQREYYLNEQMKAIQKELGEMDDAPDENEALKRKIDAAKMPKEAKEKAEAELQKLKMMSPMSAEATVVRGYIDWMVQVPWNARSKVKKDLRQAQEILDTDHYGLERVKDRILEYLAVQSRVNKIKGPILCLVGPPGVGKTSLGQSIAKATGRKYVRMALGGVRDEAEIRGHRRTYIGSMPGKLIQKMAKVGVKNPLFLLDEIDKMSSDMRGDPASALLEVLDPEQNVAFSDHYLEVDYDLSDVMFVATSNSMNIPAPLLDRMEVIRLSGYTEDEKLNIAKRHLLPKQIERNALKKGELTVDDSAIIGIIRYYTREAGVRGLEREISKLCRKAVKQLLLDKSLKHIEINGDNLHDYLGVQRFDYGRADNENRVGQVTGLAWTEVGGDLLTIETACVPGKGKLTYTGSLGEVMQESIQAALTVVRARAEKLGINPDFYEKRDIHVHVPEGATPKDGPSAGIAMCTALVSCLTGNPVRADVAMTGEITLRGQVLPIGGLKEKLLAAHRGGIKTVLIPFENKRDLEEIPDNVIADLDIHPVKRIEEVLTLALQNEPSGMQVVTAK
bovine MsrA act: activators of bovine methionine sulfoxide reductase A | activation, % at 10.6 µM | purified bovine MsrA, absorbance read-out | 0.3% of 360,000 active; in the data active = activation above about 7.5%;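 also: 0% = vehicle and 100% = reference activator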
CSN inh: CSN deneddylation inhibition; inhibition, % at 12.5 µM; Purified CSN, SCF-Nedd8-OG deneddylation, fluorescence polarization; Q92905; 0.38% of 360,000 active;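 active = pattern-corrected inhibition above about 35%, with an unprinted fluorescence ratio check between 0.5 and 1.5, limit read from the data, passing the limit was not always enough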;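 also: 0% = enzyme with substrate and 100% = substrate without enzyme; some results filed as inactive read as strong as hits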
Target sequence (Q92905 whole entry, looked up, one chain of several): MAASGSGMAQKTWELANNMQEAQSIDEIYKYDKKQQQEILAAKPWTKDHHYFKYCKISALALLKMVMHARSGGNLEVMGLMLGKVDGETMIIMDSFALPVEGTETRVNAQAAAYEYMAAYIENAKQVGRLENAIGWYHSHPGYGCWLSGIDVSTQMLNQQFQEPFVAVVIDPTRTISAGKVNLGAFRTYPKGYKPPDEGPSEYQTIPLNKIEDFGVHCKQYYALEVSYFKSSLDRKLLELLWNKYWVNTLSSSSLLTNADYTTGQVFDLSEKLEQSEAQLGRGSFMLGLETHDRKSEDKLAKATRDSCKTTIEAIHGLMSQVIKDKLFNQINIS
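Assay system: Purified human Csn5 enzyme expressed in HEK293T cells | Amount: Enzyme 0.24 nM | Measured by: Fluorescence polarization readout | Medium: Tris/NaCl/DTT buffer, pH 7.5 | Compound dosing: One concentration, 12.5 µM, 0.25% DMSO | Times: 90 min incubation of compound, enzyme and substrate at room temperature | Control set: no-enzyme wells high, enzyme-with-substrate wells low | Read-out: % inhibition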
Rin1-Abl PPI inh: inhibitors of human Rin1-Abl protein interaction; inhibition, % at 7.35 µM; TR-FRET Rin1/Abl binding, biochemical; AID 588664; 0.4% of 360,000 active; in the data active = inhibition above about 5%, passing the limit was not always enough
Neddylation inh: inhibitors of human cullin neddylation; AID 651699; calls only at 25 µM; 0.58% of 360,000 active; P61081+Q13564; TR-FRET cullin neddylation, biochemical; in the data active = inhibition above about 36%
FAS TE block: inhibitors of human fatty acid synthase thioesterase domain | P49327 | recombinant FAS-TE, OMFH fluorogenic substrate, fluorescence endpoint | inhibition, % at 15 µM | 0.67% of 360,000 active;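 active = compounds whose normalised, plate-corrected inhibition of enzyme fluorescence in the single-dose primary screen is 50% or more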;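 also: 0% = DMSO with enzyme and 100% = substrate without enzyme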
PABP1 MLLE inh: blocks PAM2 peptide binding to the PABP1 MLLE domain; P11940; GST-MLLE / FITC-PAM2 fluorescence polarization; inhibition, % at 20 µM; 0.36% of 360,000 active; in the data active = inhibition above about 35%, passing the limit was not always enough;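 also: plate controls were DMSO wells with GST-MLLE for no effect and wells lacking GST-MLLE protein for full effect; some results filed as inactive read as strong as hits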
MsrA inhibitor: inhibits bovine methionine sulfoxide reductase A; purified bovine MsrA, absorbance read-out; inhibition, % at 15.5 µM; 0.75% of 360,000 active; in the data active = inhibition above about 4.5%;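 also: 0% = vehicle wells with enzyme and 100% = reference inhibitor wells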
Starred values were filed as active, the others as inactive; i = inactive; / = not tested or not shown; & = joins results of further samples.

SMILES	Tb MetRS inh	eLon inh	bovine MsrA act	CSN inh	Rin1-Abl PPI inh	Neddylation inh	FAS TE block	PABP1 MLLE inh	MsrA inhibitor
Cc1cccc2c(C(=O)N3CCCCC3)cc(-c3ccccc3)nc12	-0.6	-1	-3	0	0	i	17	2	0.3
CS(=O)(=O)c1ccc(Cl)c(NC(=O)CSC(=S)N2CCCC2)c1	-0.7	7	-7	-2	0	i	-3	9	0.9
CN(CCCC(=O)Nc1nccs1)S(=O)(=O)c1ccc(Cl)cc1	-0.1	-12	-1	2	2	i	-4	3	1.9
CC(C)(C)C(=O)CC1(O)C(=O)N(Cc2ccccc2)c2ccccc21 (stereo not drawn)	0.3	-5	-2	-1	0	i	-1	10	/
O=C(C(=O)N1CCC(Cc2ccccc2)CC1)c1ccccc1	0.2&-1.2	/	/	0&2	/	i	/	/	0.4&1.0
COc1ccc(CCNC(=O)COc2coc(CN3c4ccccc4CC3C)cc2=O)cc1OC (stereo not drawn)	0.1	5	-5	-1	-1	i	2	0	-0.2
CC(C)Oc1ccc(S(=O)(=O)N2CCOCC2)cc1NC(=O)c1ccc(N2CCCC2=O)cc1	0.7	-9	-1	2	-1	i	4	-15	-1.2
CCc1ccc(C(=O)NNC(=O)c2cc(S(=O)(=O)N(C)C)ccc2N2CCCC2)cc1	-0.1	2	-3	3	-2	i	11	6	0.8
CC(/C=C/c1ccco1)=N\NC(=O)CNc1ccc2ccccc2c1	0.2	-6	-3	-1	1	i	10	-7	-0.1
O=C(c1ccc(Cl)c(S(=O)(=O)N2CCc3ccccc3C2)c1)N1CCN(c2ccccc2)CC1	-1.0	4	-2	-2	-1	i	38	-2	1.1
Cc1ccc(NC(=O)Nn2cnnc2)cc1Cl	-0.4	14	0	0	1	i	-2	1	1.4
Cc1ccc(OCC(=O)Nc2ccc(Cl)cc2)c(-n2nc3ccccc3n2)c1	-0.2	-11	-2	2	-3	i	-1	2	-0.3
O=C(Nc1ncc(Cc2ccccc2Cl)s1)C1CCCO1 (stereo not drawn)	-0.1	-10	-2	0	2	i	4	6	-0.5
CCn1c(SCc2nc3ccccc3s2)nnc1-c1cccs1	-0.5	-19	-4	0	-1	i	1	-4	-0.4
CNC(=O)COc1ncnc2sc(C)c(C)c12	-0.9	-9	-5	-2	-2	i	-9	4	-0.6
O=[N+]([O-])c1cc([N+](=O)[O-])c(Oc2cc(F)cc(F)c2F)cc1NN1CCCCC1	0.6	-9	2	-1	1	i	11	1	-0.7
Cc1ccc(SCc2cc(=O)[nH]c(Nc3nc(C)c4cccc(C)c4n3)n2)cc1	-0.1	0	-5	2	-2	i	14	6	1.2
O=C(CNC(=O)c1ccccc1)OCC(=O)N1N=C(c2ccc(Cl)cc2)CC1c1ccco1 (stereo not drawn)	-0.4	0	-7	-1	0	i	-9	-11	-0.9
CC(OC(=O)c1ccc(Cl)c(S(N)(=O)=O)c1)C(=O)NCc1ccc2c(c1)OCO2 (stereo not drawn)	-0.7	-2	-7	1	2	i	-2	-3	-1.4
COc1cc(C2/C(=C(\O)c3ccc4c(c3)CC(C)O4)C(=O)C(=O)N2CCCn2ccnc2)ccc1O (stereo not drawn)	-1.3	-8	-2	1	0	i	-8	2	0.9
COc1ccc(CCNC(=O)CC2Nc3ccccc3NC2=O)cc1OC (stereo not drawn)	0.1	1	-1	2	-3	i	-1	-10	2.0
CN(C)CCN1C(=O)c2oc3ccccc3c(=O)c2C1c1ccc(F)cc1 (stereo not drawn)	-0.4	1	-2	-13	-1	i	-5	3	-1.0
COc1cc(C(=O)NCc2ccc(C)cc2)ccc1OC(F)F	-1.4	-5	-14	3	0	i	2	-25	0.4
COc1ccc(NC(=O)C(=O)NCCC2CCCCN2S(=O)(=O)c2ccc(F)cc2)cc1 (stereo not drawn)	0.0	-1	-3	7	3	i	19	4	-0.8
Cc1cccc(NC(=O)C2CC(=O)N/C(=N/N=C/c3ccco3)S2)c1 (stereo not drawn)	-0.2	-5	-13	-1	4	i	-12	0	4.5

Pulled by compound from the entries so far, two records:
SMILES	Tb MetRS inh	eLon inh	bovine MsrA act	CSN inh	Rin1-Abl PPI inh	Neddylation inh	FAS TE block	PABP1 MLLE inh	MsrA inhibitor
Cc1cccc2c(C(=O)N3CCCCC3)cc(-c3ccccc3)nc12	-0.6	-1	-3	0	0	i	17	2	0.3
O=[N+]([O-])c1cc([N+](=O)[O-])c(Oc2cc(F)cc(F)c2F)cc1NN1CCCCC1	0.6	-9	2	-1	1	i	11	1	-0.7

(next part)
SMILES	Tb MetRS inh	eLon inh	bovine MsrA act	CSN inh	Rin1-Abl PPI inh	Neddylation inh	FAS TE block	PABP1 MLLE inh	MsrA inhibitor
COc1ccc(-c2ccc(-c3cc(=O)oc4cc(OC)c(OC)c(OC)c34)cc2)cc1F	0.4	8	1	-4	0	i	26	5	0.4
Cc1cccc(C)c1NC(=S)N(Cc1cccs1)C1CCCC1	-0.8	-6	-6	6	-1	i	1	-3	0.7
CS(=O)(=O)c1ccc(Sc2nc3ccccc3s2)c([N+](=O)[O-])c1	0.2	0	-4	3	-4	i	19	7	/
Cc1ccc(NC(=O)Cc2ccc(-c3ccccc3)cc2)nc1	-0.4	-10	1	-1	2	i	13	14	0.1
Cc1c(C#N)c(O)[nH]c(=O)c1N=Nc1ccc(S(N)(=O)=O)cc1	-0.7	-14	-4	0	-3	i	2	-15	0.9
CC1CCN(c2ncnc3c2cnn3-c2ccccc2)CC1	-0.5	3	-6	5	-3	i	8	-1	0.7
Cc1cc(C(=O)N/N=C/c2cc(Br)ccc2OC(=O)c2ccccc2)n[nH]1	-0.5	4	0	10	-1	i	6	-13	1.3
COc1ccc(S(=O)(=O)NCc2ccc(C(=O)NCCN(C)Cc3ccccc3)cc2)cc1	0.7	9	0	1	-1	i	-2	7	0.9
O=C(NCCCN1CCCC1=O)c1ccc2c(c1)OCO2	-0.2	-7	-1	-9	-1	i	-6	15	-0.4
Cc1sc(NC(=O)c2ccccc2)c(C(=O)c2ccccc2)c1C	-0.1	9	-3	-15	1	i	14	19	0.6
CNc1ccccc1C(C)(C)c1cc(C)[nH]n1	-0.5	-1	-3	-3	4	i	-10	13	-1.0
COc1cccc(NC(=O)C2(C)CCN2C(C)C)c1OC (stereo not drawn)	-0.4	-2	-4	-4	1	i	-6	0	0.1
COc1cc(CC(=O)Nc2ccc(S(=O)(=O)N(C)C)cc2)cc(OC)c1OC	0.4	-2	1	1	-1	i	-2	-102	3.1
COc1ccccc1NC(=O)CCN1C(=O)c2ccccc2S1(=O)=O	-0.9	-5	-3	-2	-3	i	-1	6	0.2
COc1cc(-c2nnc(COC(=O)c3cc(C)no3)o2)cc(OC)c1OC	0.2	-4	-2	-1	2	i	-7	-15	1.2
COc1ccc(OCC(=O)Nc2ccccc2C(=O)Nc2ccc(C(=O)O)cc2)cc1	0.5	-6	-1	2	3	i	-4	-5	-0.1
COc1ccccc1NC(=O)Nc1ccc(F)c(F)c1	-0.4	-2	-3	4	0	i	12	11	0.6
COc1ccc(Cl)cc1NC(=O)COc1cccc(-n2cnnn2)c1	0.7	3	0	-1	0	i	15	-2	0.1
COc1ccc(-n2nc(C(=O)NCC(=O)N3CCCC3)c3ccccc3c2=O)cc1	-0.2	-1	-4	1	5	i	-1	10	1.6
CCn1c(/C=N/Nc2ccc(C(=O)O)cc2)nc2ccccc21	-1.5	0	-10	-9	-2	i	-1	-9	0.1
COc1ccccc1CN(Cc1nc2ccccc2c(=O)[nH]1)C(=O)Nc1ccccc1	0.2	4	-1	1	2	i	2	16	-1.5
C=CCn1c(Cc2c[nH]c3ccccc23)nnc1SCC(=O)NCc1ccccc1	0.5	-2	-2	2	-1	i	-4	-20	/
O=S1(=O)CC(N2CCCC2)CN1Cc1ccccc1 (stereo not drawn)	-0.8	-5	0	7	-2	i	-6	-1	-0.6
O=C(NCCCn1ccnc1)c1cc(-c2cccnc2)nc2ccc(Br)cc12	-0.7	-3	-3	0	-6	i	-5	12	2.1
O=C(NC(=S)NC1CCCCC1)c1ccccc1[N+](=O)[O-]	0.1	4	-3	-1	0	i	12	19	2.2

An excerpt from above, showing only Neddylation inh and Rin1-Abl PPI inh:
| SMILES | Neddylation inh | Rin1-Abl PPI inh |
| --- | --- | --- |
| COc1ccc(S(=O)(=O)NCc2ccc(C(=O)NCCN(C)Cc3ccccc3)cc2)cc1 | i | -1 |
| O=C(NCCCN1CCCC1=O)c1ccc2c(c1)OCO2 | i | -1 |
| Cc1sc(NC(=O)c2ccccc2)c(C(=O)c2ccccc2)c1C | i | 1 |
| CNc1ccccc1C(C)(C)c1cc(C)[nH]n1 | i | 4 |
| COc1cccc(NC(=O)C2(C)CCN2C(C)C)c1OC (stereo not drawn) | i | 1 |

Following part.
SMILES	Tb MetRS inh	eLon inh	bovine MsrA act	CSN inh	Rin1-Abl PPI inh	Neddylation inh	FAS TE block	PABP1 MLLE inh	MsrA inhibitor
Nc1nc(CN2CCN(Cc3ccccc3)CC2)nc(Nc2ccccc2)n1	-0.9	-1	-1	-1	2	i	1	-2	0.2
O=C(NCC1CCCO1)c1cc(-c2ccccc2F)no1 (stereo not drawn)	1.6	-4	-1	1	1	i	-6	0	0.4
O=C1NC(=O)C(Cc2cccc(Oc3ccccc3)c2)S1 (stereo not drawn)	0.4	8	-3	2	2	i	5	-5	0.4
CCN1CCN(C(c2cccs2)C(C)NC(=S)NC2CCCCC2)CC1 (stereo not drawn)	0.2	-7	-2	4	-2	i	0	-46	0.2
Cc1ccc(C(=O)CSc2nnc(-c3cccs3)n2C)o1	0.0	2	-1	-1	2	i	-7	14	2.5
COc1ccc(C(=O)N(C)[C@H]2C[C@H]3c4[nH]c5ccccc5c4CCN3C(=O)[C@H]2CO)cc1	44*	-9	0	5	3	/	-6	9	-0.2
CC(C)CC(=O)NC(=S)Nc1ccccc1C(=O)Nc1ccccc1	0.0	-1	-2	-1	0	i	2	33	1.5
CC1CCN(S(=O)(=O)N2CCC(C(=O)NC3CCCC3)CC2)CC1	-0.2	1	-5	2	2	i	-4	9	-0.7
CC(=O)Nc1ccc2nc(NS(=O)(=O)c3ccc(C)cc3)sc2c1	-0.6	3	-2	-4	-3	i	-2	0	0.6
CCOC(=O)C(C)Sc1ccc2nnc(CCNS(=O)(=O)c3ccccc3)n2n1 (stereo not drawn)	0.6	1	0	-11	2	i	-4	-1	-0.2
COc1ccc2cnn(-c3ccc(OC(F)(F)Cl)cc3)c(=O)c2c1OC	-0.2	9	-6	3	-1	i	2	-1	-1.0
O=C(c1ccc(OC2CCN(Cc3ccccn3)CC2)cc1)N1CCCCCC1	-1.0	-2	-2	1	0	i	-1	11	-0.4
C[C@H]1CCC[C@]2(O[C@H](CCO)C[C@@H](O)[C@@H]2O)O1	0.4	-2	-3	0	6	i	-10	11	-0.7
CCCC(=O)c1cc(F)c(N2CCN(S(=O)(=O)c3ccccc3)CC2)cc1C	0.1	-6	-2	-4	4	i	35	5	-0.1
CCOC(=O)Cc1csc(NC(=O)c2cccs2)n1	-0.6	15	-1	-2	-1	i	-7	11	0.7
N#Cc1ccc(OCC(O)CN2CCN(CC(O)COc3ccc(C#N)cc3)CC2)cc1 (stereo not drawn)	-0.8	3	-3	0	1	i	-7	9	-0.6
CC1CCN(C2=NC(=O)/C(=C/c3cn[nH]c3-c3ccccc3)S2)CC1	-0.3	9	-8	-13	-3	i	-12	7	2.8
CCOC(=O)CNC(=O)/C(=C\c1ccc(F)cc1)NC(=O)c1ccccc1	-1.2	8	-10	1	-1	i	1	0	0.1
Cc1ccccc1NC(=O)Cn1c(=O)n(Cc2ccccc2)c(=O)c2c(C)c(C)sc21	0.4	-7	0	5	-3	i	-6	-19	-0.1
Cc1cccc(NC(=O)N2CCC(C(=O)c3ccc(F)cc3)CC2)c1	-0.5	9	-6	1	2	i	0	1	-1.7
